Screens (PubChem)
RXFP1 ag: qHTS Assay for Agonists of the Relaxin Receptor RXFP1; Relaxin receptor 1 (Homo sapiens), Q9HBX9; HEK293T-RXFP1 cAMP TR-FRET, 30 min; response scale: percent of porcine relaxin response, buffer zero; Potency, µM (doses to about 57.5 µM), for inactives: at the top dose activation, usual class: activators; 370,000 tested, 0.3% active; AID 2676, 2010; also: potency is read from the fitted curve at half-maximal effect; % is scaled to controls: 0 for no effect and ±100 for the full control effect; nearly all actives have a fitted effect of over 60% in size; many of its hits are not listed in these tables
Target sequence (Q9HBX9 whole entry, looked up): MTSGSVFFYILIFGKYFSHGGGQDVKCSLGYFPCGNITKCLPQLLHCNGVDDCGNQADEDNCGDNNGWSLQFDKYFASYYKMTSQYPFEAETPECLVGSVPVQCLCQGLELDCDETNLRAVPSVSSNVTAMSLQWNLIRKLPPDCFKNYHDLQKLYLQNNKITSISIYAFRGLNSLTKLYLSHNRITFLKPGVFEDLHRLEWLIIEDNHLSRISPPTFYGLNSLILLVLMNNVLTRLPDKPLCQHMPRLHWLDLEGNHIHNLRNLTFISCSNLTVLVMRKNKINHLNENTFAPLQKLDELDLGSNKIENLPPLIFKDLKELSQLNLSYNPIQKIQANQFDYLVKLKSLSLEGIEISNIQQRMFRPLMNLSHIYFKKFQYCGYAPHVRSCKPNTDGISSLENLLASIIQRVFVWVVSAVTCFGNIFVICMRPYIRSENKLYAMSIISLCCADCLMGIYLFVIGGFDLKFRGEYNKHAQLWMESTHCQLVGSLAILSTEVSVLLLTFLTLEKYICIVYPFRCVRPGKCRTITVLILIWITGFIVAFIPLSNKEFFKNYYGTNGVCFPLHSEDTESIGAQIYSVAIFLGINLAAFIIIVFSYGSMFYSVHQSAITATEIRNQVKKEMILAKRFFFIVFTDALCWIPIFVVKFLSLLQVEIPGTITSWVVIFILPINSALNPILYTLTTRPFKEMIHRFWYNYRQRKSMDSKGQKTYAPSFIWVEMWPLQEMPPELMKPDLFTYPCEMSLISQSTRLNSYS
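cAMP rise read by TR-FRET after 30 min, 37C compound exposure (up to 58 uM) in RXFP1-transfected HEK293 cells with Ro 20174 present. EC50 from Hill-equation fits, with 29 nM porcine relaxin as 100% and buffer as basal.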
D2 potentiator: HTS Assay for Positive Allosteric Modulators of the Human D2 Dopamine Receptor: Primary Screen for Potentiators; AID 485347, 2010; 340,000 tested, 0.34% active; potentiation, % at 10 µM; HEK293 T-REx D2, calcium flux, EC20 dopamine potentiation; D(2) dopamine receptor (Homo sapiens), P14416;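 active = potentiation over 3 SD above the plate norm, cut at about 30% in these data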; also: 0% is about no effect
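Tetracycline-induced Hek293 Trex D2 cells, force-coupled to calcium, loaded with no-wash calcium dye. Compound added with 180 s kinetic read for agonism, then EC20 dopamine and a further 180 s read for potentiation.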
LDHA block: qHTS assay for inhibitors of human lactate dehydrogenase. L-lactate dehydrogenase A chain (Homo sapiens), P00338. purified LDHA, NADH/diaphorase-resazurin fluorescence; stronger effect = lower value. activity change, % (values are at about 110 or 230 µM). 480,000 tested, 0.15% active. AID 1347041, 2019; in the data active = activity change below about -30%; inconclusive = mostly about -25% to -30%;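 also: plate controls were DMSO wells for no effect and wells without enzyme for full effect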
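Resorufin fluorescence (ex540/em590), read at 0 and 20 min after diaphorase/resazurin addition, reports the NADH left after a 5 min room-temperature reaction of 2 nM human LDH5 with 0.06 mM NADH and 0.2 mM pyruvate.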
Vif-APOBEC3F blk: qHTS for Inhibitors of Vif-A3F Interactions: qHTS; HeLa A3F-eYFP + Vif (tagged APOBEC3F with the HIV-1 protein that degrades it), YFP fluorescence increase; Potency, µM (series often up to 46.1 µM), without a hit: at the top dose activity, negative = active; 390,000 tested, 0.2% active; AID 602313, 2012; also: potency is read from the fitted curve at half-maximal effect; % of control where 0% means no effect; nearly all actives have a fitted effect of over 65% in size
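Fluorescence increase (Ex 488/Em 500-530) after overnight compound treatment at 37 deg C flags inhibition of Vif-driven A3F-eYFP loss in stable HeLa A3F-eYFP/Vif cells seeded overnight beforehand.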
D1 potentiator: Potentiators of Human D1 Dopamine Receptor: qHTS; 360,000 tested, 0.036% active; potentiation, % at 10 µM; HEK293 TREx D1 cells, calcium flux, dopamine EC20 potentiation; D(1A) dopamine receptor (Homo sapiens), P21728; in the data active = potentiation above about 30%; also: 0% is about no effect
D1 ag: Allosteric Agonists of the Human D1 Dopamine Receptor: qHTS | D(1A) dopamine receptor (Homo sapiens), P21728 | HEK293 T-REx D1 cells, calcium flux, agonist mode | activation, % at 2 µM | 360,000 tested, 1% active; in the data active = activation above about 30%; also: 0% is about no effect
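Inducible HEK293 T-REx D1 cells, force-coupled to calcium signalling, were plated at 4000 cells/well with tetracycline and held overnight at 30 C. After no-wash calcium dye loading, compound-evoked calcium rise over 180 s flagged agonists.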
D1 antag: Antagonist of Human D 1 Dopamine Receptor: qHTS; D(1A) dopamine receptor (Homo sapiens), P21728; HEK293 TREx D1 cells, calcium flux, dopamine EC80; stronger effect = lower value; activity change, negative = inhibition, % at 10 µM; 360,000 tested, 3.2% active; AID 504652, 2011; in the data active = activity change below about -30%; also: % is scaled to controls: 0 for no effect and ±100 for the full control effect
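HEK293 T-REx cells expressing inducible, force-coupled D1 receptor; no-wash Ca dye, 30–90 min RT. Cmpd → 180 s read at 1 Hz → EC80 DA → 180 s read.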
Vif-A3G inh: qHTS for Inhibitors of Vif-A3G Interactions: qHTS; DNA dC->dU-editing enzyme APOBEC-3G (Homo sapiens), Q9HC16; HeLa A3G-eYFP + Vif (tagged APOBEC3G with the HIV-1 protein that degrades it), YFP fluorescence, overnight; Potency, µM (series often up to 46.1 µM), for inactives: at the highest dose activity, negative = active, actives largely listed as inhibitors; 410,000 tested, 0.076% active;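 also: potency is read from the fitted curve at half-maximal effect; % is scaled to controls: 0 for no effect and ±100 for the full control effect; nearly all actives have a fitted effect of over 60% in size; hits raise eYFP signal because A3G escapes Vif-driven loss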
Target sequence (Q9HC16 whole entry, looked up): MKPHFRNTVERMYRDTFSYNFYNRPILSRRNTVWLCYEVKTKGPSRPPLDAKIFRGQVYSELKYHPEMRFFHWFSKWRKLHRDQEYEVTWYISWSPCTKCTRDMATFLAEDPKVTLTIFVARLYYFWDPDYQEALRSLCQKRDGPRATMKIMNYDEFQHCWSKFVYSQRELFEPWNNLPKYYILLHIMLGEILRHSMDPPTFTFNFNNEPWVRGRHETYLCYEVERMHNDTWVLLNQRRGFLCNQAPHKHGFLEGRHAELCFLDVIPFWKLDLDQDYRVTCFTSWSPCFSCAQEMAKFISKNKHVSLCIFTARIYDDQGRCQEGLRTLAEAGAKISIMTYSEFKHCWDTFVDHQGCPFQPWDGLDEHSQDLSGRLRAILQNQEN
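Read-out is eYFP fluorescence (Ex 488/Em 500-530) from Vif-expressing HeLa A3G-eYFP cells; more signal means A3G escaped Vif-mediated degradation. Cells plated overnight, compound pinned in, incubated overnight at 37 deg C.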
GRP78 ERSR act: qHTS for Inducers of the Endoplasmic Reticulum Stress Response (ERSR) in Human Glioma: qHTS; Potency, µM, for the others: at the highest dose activation, usual class: activators; 420,000 tested, 0.02% active; U87-MG GRP78 promoter luciferase reporter, 16 h; also: potency is read from the fitted curve at half-maximal effect; series mostly up to about 76 µM; % of control where 0% means no effect; nearly all actives have a fitted effect of over 35% in size
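Stably transfected U87-MG glioma cells carrying a GRP78-based luciferase sensor; 16 h compound incubation. Luminescence end-point read 10 min after Bright-Glo addition at room temperature.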
Active calls of the source: *; ? = inconclusive; · = no result given; & = joins results of further samples. Unless noted, calls follow the shape of the dose curve; as a rule, active = well fitted curve in the direction sought with a large enough effect; inconclusive = small, poorly fitted or top-dose-only effect, or another doubt; inactive = no such curve, though single readings can be large; an effect the other way counts as inactive or inconclusive. These rows are one share of the data; count on the stated rates, not on these rows.

SMILES | RXFP1 ag | D2 potentiator | LDHA block | Vif-APOBEC3F blk | D1 potentiator | D1 ag | D1 antag | Vif-A3G inh | GRP78 ERSR act
COCCNC(=O)c1onc(CSc2cc(C)ccc2C)c1C(=O)O | 0.1% | 3 | -7 | 2% | -6 | 2 | -14 | -8% | -4%
CCn1c(CN2CCN(c3cccc(Cl)c3)CC2)nc2c1c(=O)[nH]c(=O)n2C | -1.3% | · | 1 | -1% | 0 | 1 | -2 | -11% | -6%
CCNC(=S)NNC(=O)c1cc(-c2cc(C)ccc2C)nc2ccccc12 | -3.3% | 16 | 2 | -1% | -3 | 2 | -31* | 1% | -3%
CCc1ccc(C2CC(c3ccco3)=NN2S(C)(=O)=O)cc1 (centres undefined) | 0.0% | -10 | 3 | -26% | -1 | -2 | 0 | -14% | -9%
CN(C(=O)COC(=O)c1ccc2c(=O)n3c(nc2c1)CCC3)C1CCS(=O)(=O)C1 (centres undefined) | 8.1% | 1 | -4 | 0% | 0 | 0 | 2 | -4% | -3%
CCc1ccc2[nH]c3nc(N/N=C/c4ccc(O)cc4O)nnc3c2c1 | -0.5% | 13 | -11 | 9% | -8 | 4 | 3 | 1% | 1%
O=C(NCC(c1cccs1)N1CCOCC1)c1cnc(Cl)c(Cl)c1 (centres undefined) | · | · | -7 | -11% | · | · | · | ? | -5%
CCOCCCNC(=O)CN1C(=O)CSc2ccccc21 | 0.1% | -3 | -9 | -3% | -2 | -1 | 5 | 5% | -2%
CNC(=O)c1cc(C(=O)c2ccc(Cl)cc2)c[nH]1 | 5.7% | 3 | -11 | -3% | 0 | 3 | -5 | -1% | 14%
Cc1cccc(OCCn2c(SCC(=O)O)nc3ccccc32)c1 | -0.3% | 16 | 4 | -1% | -6 | 2 | 14 | -13% | -5%
O=C(O)c1ccc(CNCc2cc(Cl)ccc2O)cc1 | 0.4% | -9 | -1 | 4% | 1 | 0 | · | 0% | -2%
O=C(NCCC1=CCCCC1)c1ccc([N+](=O)[O-])cc1 | 0.5% | -19 | 2 | 13% | -7 | 6 | -3 | -1% | -9%
Cc1[nH]c2ccc3c(ncn3CCC#N)c2c1C | -3.3% | -2 | 16 | -4% | -1 | 0 | 12 | -3% | 2%
Cc1c(NC(=O)c2ccccc2NS(=O)(=O)c2ccc(Br)cc2)c(=O)n(-c2ccccc2)n1C | 0.6% | 5 | -9 | -13% | -3 | 2 | 9 | -7% | -4%
COc1ccc(S(=O)(=O)Oc2cccc(/C=N/N=C3/NC(=O)C(CC(=O)O)S3)c2)cc1 (centres undefined) | 0.7% | -5 | -6 | ? | 1 | 0 | -10 | 0% | -5%
COCCn1c(SCc2ccc(Cl)cc2)nc2c1c(=O)[nH]c(=O)n2C | · | · | -15&-12 | -9% | · | · | · | -1% | -5%
COc1cc2c(cc1OC)C(C1C(=O)CCCC1=O)N(C(=O)CCl)CC2 (centres undefined) | 0.6% | -2 | 2 | -2% | -2 | 0 | 3 | 2% | -3%
CCCCOCCCNC(=O)Cc1cccs1 | 0.9% | 11 | -2 | 12% | -2 | 1 | -6 | 2% | -1%
COc1cccc(NC(=O)Cn2nc(C)c3c(C)n(-c4ccccc4)nc3c2=O)c1 | -3.1% | -4 | 2 | -8% | -6 | 2 | 0 | 4% | -1%
Cc1ccccc1CC(=O)Nc1cccnc1 | 1.2% | · | -7 | -11% | 1 | 3 | -5 | 0% | -2%
O=C(NC1CCCCCC1)c1nnc(Cc2ccc(Cl)cc2)o1 | -0.2% | 7 | -2 | 5% | -5 | -3 | 36 | -1% | -4%
O=C(Nc1ccccc1)c1cc(S(=O)(=O)N2CCSCC2)ccc1Cl | 0.7% | -3 | -4 | 9% | -9 | 1 | 11 | 0% | -2%
CC(C)(C)NS(=O)(=O)c1ccc(NC(=S)NC(=O)C2CCC2)cc1 | -1.5% | -5 | -4 | -4% | 0 | 23 | -5 | -7% | -4%
CSc1ccc(NC(=O)N2CCC(C(=O)c3ccc(F)cc3)CC2)cc1 | -1.8% | -13 | 0 | -23% | 0 | 4 | -27 | 0% | 0%
COc1ccc(CCNC(=O)CCCCn2c(=O)c3ccccc3n(Cc3cccc(C)c3)c2=O)cc1OC | 0.6% | 5 | -5 | 0% | 1 | 1 | -5 | -2% | -1%
CCCCOc1ccc(CNC(=O)CN2C(=O)CCn3nc(-c4cn(C)c5ccccc45)cc32)cc1 | -0.9% | 1 | -14 | -6% | 1 | 0 | 16 | 1% | -5%
Cn1c(CSc2nc3ccccc3s2)nnc1SCC(=O)NCc1cccnc1 | · | · | -5 | 1% | · | · | · | -3% | -2%
Cn1cnc2c1c(=O)n(CC(O)CO)c(=O)n2C (centres undefined) | 14% | 7 | -3 | · | -1 | 4 | 8 | 0% | -1%
C[C@H](CO)N1C[C@H](C)[C@@H](CN(C)C(=O)Nc2ccc(C(F)(F)F)cc2)Oc2ccc(NC(=O)Nc3ccc(C(F)(F)F)cc3)cc2C1=O | · | · | 4 | 7% | · | · | · | -3% | -4%
CCN(CC)c1cc(C)c2ccccc2n1 | 3.0% | 0 | ? | 4% | -7 | -1 | -3 | 2% | -2%

A different layout for 3 compounds above.
Every second line gives: RXFP1 ag, D2 potentiator, LDHA block, Vif-APOBEC3F blk, D1 potentiator, D1 ag, D1 antag, Vif-A3G inh, GRP78 ERSR act
> COc1cccc(NC(=O)Cn2nc(C)c3c(C)n(-c4ccccc4)nc3c2=O)c1
→ -3.1%, -4, 2, -8%, -6, 2, 0, 4%, -1%
> Cc1ccccc1CC(=O)Nc1cccnc1
→ 1.2%, ·, -7, -11%, 1, 3, -5, 0%, -2%
> O=C(NC1CCCCCC1)c1nnc(Cc2ccc(Cl)cc2)o1
→ -0.2%, 7, -2, 5%, -5, -3, 36, -1%, -4%

Next part:
SMILES | RXFP1 ag | D2 potentiator | LDHA block | Vif-APOBEC3F blk | D1 potentiator | D1 ag | D1 antag | Vif-A3G inh | GRP78 ERSR act
CCN(C(N)=S)c1ccccc1 | -1.3% | 0 | -6 | -7% | 2 | 4 | -1 | -1% | -3%
Cc1cc(C)n(-c2ccc(C(=O)OCc3ccccc3)cc2)n1 | 0.0% | -5 | -3 | -10% | -7 | 3 | -14 | 6% | -2%
COC(=O)c1ccsc1NC(=O)c1ccc(Cl)s1 | 16% | 13 | -7 | 0% | -9 | 3 | 8 | 2% | -3%
COc1cccc(CC(=O)Nc2cc(C(F)(F)F)ccc2N2CCCC2)c1 | 6.2% | -1 | -1 | -15% | 2 | 4 | 3 | -7% | -5%
CCc1nnc(NC(=O)CN2CCCC(C)C2)s1 (centres undefined) | 0.4% | · | -8 | 1% | -3 | 5 | 52 | 3% | -2%
COc1ccc(-c2noc3c2-c2nc(-c4ccccc4Cl)sc2CC3)cc1 | · | · | 9 | -2% | · | · | · | 0% | -1%
CC(C)C(=O)NNC(=O)CSc1nc(C2CCCCC2)nc2ccccc12 | 2.6% | -6 | -6 | 11% | 2 | -1 | 6 | -2% | -1%
Cc1cc(/C=C2\SC(=S)NC2=O)cc(C)c1O | 2.8% | 20 | -16 | -6% | 2 | 15 | 2 | -20% | 7%
O=c1cc(O)c2ccc(O)cc2o1 | -2.5% | -2 | -6 | -5% | 3 | -3 | -9 | 1% | -5%
O=C(O)CCCCCNC(=O)Nc1ccc2c(c1)OCCO2 | 1.3% | -26 | -1 | 1% | -2 | 0 | 3 | 2% | -9%
Cc1cc(C)n(C(=O)CNc2ccc(C)c(C)c2)n1 | 1.6% | -9 | -6 | 1% | 7 | 2 | -3 | 0% | 2%
CN(Cc1ccc2c(c1)OCCO2)C(=O)CN1C(=O)NC2(CCCCC2)C1=O | -1.6% | 4 | -2 | -5% | 0 | 0 | 5 | 3% | -1%
COc1cccc(COC(=O)c2sc3nc4n(c(=O)c3c2C)CCC4)c1OC | 4.0% | 20 | 2 | -15% | 1 | 5 | 2 | -6% | -1%
O=C(Nc1cccc(-c2ccc(F)cc2)c1)C1CCCN(Cc2cccnc2)C1 (centres undefined) | -1.9% | -16 | 0 | 1% | -4 | 1 | 5 | -2% | -7%
Cc1cnc(NC(=O)CN2CCN(c3ccccn3)CC2)s1 | -1.0% | 0 | -3&1 | -10% | 6 | 1 | 0 | -7%&-3% | -7%&-4%
Cc1cc(C)n(-c2nc(NCC(C)O)c3c4c(sc3n2)CCCC4)n1 (centres undefined) | 1.0% | 8 | 0 | -6% | -7 | 1 | 10 | 1% | 1%
COc1ccccc1NC(=O)c1cc2c(=O)oc3ccc(C)cc3c2s1 | 0.3% | 0 | -19 | 0% | -3 | 1 | 1 | 11% | -1%
Cc1cc(Cl)cc(C)c1OCC(=O)O | -1.5% | 7 | -3 | 5% | 0 | 2 | -4 | -5% | -6%
c1csc(-c2nn[nH]n2)c1 | 1.3% | 19 | 0 | -1% | -2 | 3 | 2 | 0% | 4%
O=C(Cc1c(F)cccc1Cl)Nc1nc2ccccc2s1 | 1.3% | 3 | -2 | -16% | -6 | 21 | 21 | 4% | 5%
COc1ccc2c(c1)C(CC(=O)NN)CCC2 (centres undefined) | · | · | 2 | -16% | · | · | · | ? | -7%
CCc1cccc2c(-c3csc(=NC)n3C)c[nH]c12 | -0.6% | 13 | -5 | 0% | 0 | 7 | 14 | 0% | 4%
CC(=O)Nc1ccccc1Nc1nc(NCCO)nc(N2CCCC2)n1 | · | · | -4 | 1% | · | · | · | 2% | 4%
CC1CC(=O)Nc2ccccc2N1C(=O)COc1ccc2cc(Br)ccc2c1 (centres undefined) | 5.8% | 6 | 4 | 1% | -4 | -1 | 15 | -16% | 0%
Cc1ccccc1-c1nnc(NC(=O)c2ccc(N3C(=O)CCC3=O)cc2)s1 | 6.5% | 1 | -3 | 1% | -3 | 0 | 3 | 0% | 0%
